KDM5B inh – blocks human KDM5B histone demethylase activity; Q9UGL1; KDM5B demethylase, FDH-coupled NADH fluorescence (FDH is formaldehyde dehydrogenase); Potency, µM (series often up to 57.7 µM), for inactives: at the top dose activity change, negative = inhibition, most hits filed as inhibitors; 2.6% of 220,000 active; AID 1347165; active = well fitted inhibition curve with a large enough effect; inconclusive = small, poorly fitted or top-dose-only effect; inactive = no such curve, though single readings can be large or run the other way; also: 0% is about no effect; nearly all actives have a fitted effect of over 70% in size
Target sequence (Q9UGL1 whole entry, looked up): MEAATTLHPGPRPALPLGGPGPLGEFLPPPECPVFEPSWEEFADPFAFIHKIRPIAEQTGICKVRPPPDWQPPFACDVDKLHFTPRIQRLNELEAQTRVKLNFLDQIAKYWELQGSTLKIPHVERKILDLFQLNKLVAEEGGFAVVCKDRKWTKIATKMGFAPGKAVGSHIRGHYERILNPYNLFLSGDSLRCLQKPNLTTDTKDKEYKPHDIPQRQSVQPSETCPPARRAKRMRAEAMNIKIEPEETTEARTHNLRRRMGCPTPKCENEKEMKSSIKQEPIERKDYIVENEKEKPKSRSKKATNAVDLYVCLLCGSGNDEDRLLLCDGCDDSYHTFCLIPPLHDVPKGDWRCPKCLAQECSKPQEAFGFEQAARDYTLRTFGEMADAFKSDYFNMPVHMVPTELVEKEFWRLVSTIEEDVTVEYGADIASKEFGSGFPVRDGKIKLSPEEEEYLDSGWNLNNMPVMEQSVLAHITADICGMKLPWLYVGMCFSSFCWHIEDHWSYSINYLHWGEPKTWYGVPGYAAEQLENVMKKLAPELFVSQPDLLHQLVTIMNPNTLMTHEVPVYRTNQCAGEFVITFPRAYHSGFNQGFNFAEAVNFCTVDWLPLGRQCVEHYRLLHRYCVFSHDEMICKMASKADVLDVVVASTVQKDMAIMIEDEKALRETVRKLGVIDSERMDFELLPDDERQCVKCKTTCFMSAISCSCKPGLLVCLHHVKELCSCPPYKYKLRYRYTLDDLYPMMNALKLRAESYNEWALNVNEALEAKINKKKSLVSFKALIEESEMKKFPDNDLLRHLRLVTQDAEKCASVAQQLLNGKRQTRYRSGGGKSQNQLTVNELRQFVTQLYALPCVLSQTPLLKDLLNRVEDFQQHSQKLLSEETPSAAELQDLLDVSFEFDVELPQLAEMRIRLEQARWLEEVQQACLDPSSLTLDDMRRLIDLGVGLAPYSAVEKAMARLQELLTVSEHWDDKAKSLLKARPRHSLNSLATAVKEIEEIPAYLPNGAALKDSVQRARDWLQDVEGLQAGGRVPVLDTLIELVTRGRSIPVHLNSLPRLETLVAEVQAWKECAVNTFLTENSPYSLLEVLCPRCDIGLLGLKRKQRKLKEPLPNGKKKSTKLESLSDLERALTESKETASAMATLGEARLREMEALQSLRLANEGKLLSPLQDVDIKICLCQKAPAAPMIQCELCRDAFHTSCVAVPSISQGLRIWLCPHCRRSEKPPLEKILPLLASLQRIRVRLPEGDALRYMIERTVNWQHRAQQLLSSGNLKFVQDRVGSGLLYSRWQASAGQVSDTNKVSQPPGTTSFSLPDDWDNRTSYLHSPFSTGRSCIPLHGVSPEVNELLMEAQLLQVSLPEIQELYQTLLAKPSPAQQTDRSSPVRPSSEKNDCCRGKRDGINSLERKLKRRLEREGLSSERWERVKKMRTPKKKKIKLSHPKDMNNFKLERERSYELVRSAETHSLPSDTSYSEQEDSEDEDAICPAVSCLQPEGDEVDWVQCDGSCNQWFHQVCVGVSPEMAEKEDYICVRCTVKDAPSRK
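qHTS format, multiple compound concentrations. Buffer 50 mM HEPES pH 7.5/0.01% Tween-20; 200 nM KDM5BΔAP final; 10 min compound preincubation; substrate-mix levels 12.5 µM peptide, 25 µM α-KG, 0.25 mM NAD⁺; 30 min RT; ΔRFU.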
* hit, by the source's call; u = inconclusive; [ ] = remark or other dose. Potency is read from the fitted curve at half-maximal effect. An excerpt; rates above refer to the full screens.

SMILES | KDM5B inh
CCCCCCCCCCCCS(=O)CCC(=O)O (stereo unspecified) | 7%
CC(NC(=O)C1CCCCC1)c1ccc(C(F)(F)F)cc1 (stereo unspecified) | 2%
COC(=O)c1cc(OC(=O)/C=C/c2ccc3ccccc3n2)cc(C(=O)OC)c1 | 8%
COc1cccc(/C=C(/C#N)c2ccccn2)c1OC(F)F | u
Cn1cnnc1CC1CCN(S(=O)(=O)c2ccc(F)cc2)CC1 | -29%
COC(=O)CN1C(=O)CSc2ccc(S(=O)(=O)Nc3cc(C)ccc3C)cc21 | -18%
O=C1CC2(CCN(C(=O)c3ccc(Cl)cc3)CC2)Oc2ccccc2N1 | 9%[115 µM]
COc1ccc(-c2noc(-c3ccc(N4CCN(c5ccccc5)CC4)c([N+](=O)[O-])c3)n2)cc1 | 8%
COCCN(C)C[C@@H]1CN(C(=O)c2ccc(-c3ccccc3)n2C)C[C@@H]1CO | -15%
CC1=C(c2ccc(F)cc2)S(=O)(=O)N=C1N1CCC(C(=O)NCCc2ccccc2)CC1 | 22%
CN1C[C@@H](NC(=O)c2cccs2)C[C@H]1c1nc(-c2ccc(F)cc2)no1 | u
Cc1ccc(NC(=O)Cn2c(CCC(=O)O)ccc2-c2cccs2)cc1 | u
O=C(COc1ccc(NC(=O)C2CC2)cn1)NCc1cc(F)cc(F)c1 | 15%
O=C(c1ccc2c(c1)N(Cc1cccc(Cl)c1)C(=O)c1ccccc1S2(=O)=O)N1CCC(Cc2ccccc2)CC1 | -4%
CCOCCCNC(=O)C(c1ccc(OC)cc1)N(Cc1cccs1)C(=O)CNC(=O)c1ccccc1 (stereo unspecified) | -7%
CCOc1ccc(-c2cc3c(=O)n(CCNC(=O)Cc4cccs4)ccn3n2)cc1 | 32µM*
CCOC(=O)c1[nH]c(C)c(CCC(=O)N2CCC(C(=O)NCCN3CCCCC3C)CC2)c1C (stereo unspecified) | -7%
Cc1noc(-c2cn(C3CCN(C(=O)c4cc(Cl)ccc4F)CC3)nn2)n1 | -8%
Cc1nnc(N2C(=O)c3oc4ccccc4c(=O)c3C2c2cccc(OCCC(C)C)c2)s1 (stereo unspecified) | -4%[11.5 µM]
Cc1cccc(C)c1NC(=O)Cn1c(SCC(=O)NCc2ccccc2)nc2ccccc21 | -11%
Cc1ccc(-c2cc3n(c2)CCc2ccccc2-3)cc1 | u
Cc1ccc(-c2nc3nc(CNc4ccccc4C)cc(=O)n3[nH]2)cc1 | -1%
CN(CC1CCOC1)C(=O)NCc1ccco1 (stereo unspecified) | -11%
O=C(c1ccccc1)C1CCN(C(=O)/C=C/c2cccc(F)c2)CC1 | 19%
O=C(Nc1ccc([N+](=O)[O-])cc1)Nc1ccon1 | -9%
COc1ccc(-c2nn(Cc3nc(-c4ccccc4Br)no3)c(=O)c3ccccc23)cc1 | u
CCN(c1ccccc1)S(=O)(=O)c1cc2c3c(c1)C(C)C(=O)N3CCC2 (stereo unspecified) | 7%
NNC(=O)CNc1cccc(Br)c1 | 0%
CCOc1ccccc1NC(=O)N1C[C@H](Oc2ccccc2)C[C@@H]1C(=O)NCCOC | 13%
c1ccc(C2CCC(NCC3CCCO3)CC2)cc1 (stereo unspecified) | -34%
Cc1cnc(-c2ccccc2)n1C1CCCN(C(=O)C(C)C)C1 (stereo unspecified) | -5%
CN1C[C@H](NCc2cccc(Cl)c2)CCC[C@@H](C(=O)NCc2cc(F)cc(F)c2)CC1=O | 5%
CCCC(=O)Nc1cc(-c2nc3cc(C)ccc3o2)ccc1C | u
COc1ccc(C2=NN(C(C)=O)C(c3cn(-c4ccccc4)nc3-c3cccs3)C2)cc1 (stereo unspecified) | u
C=CCNC(=O)CSc1cc(C)c2cc(C)cc(C)c2n1 | 2%
CSc1cccc(Nc2cc(C(=O)NC3CCCCC3)c3ccccc3n2)c1 | u
O=S(=O)(NC[C@H]1O[C@@H](CO)[C@@H](O)[C@H]1N1CCOCC1)c1ccccc1 | u
CCC(=O)Nc1ccc(C(=O)NN=C(C)C)cc1 | -8%
CCOC(=O)c1c(C)[nH]c(CCC(=O)NCCCN2CCN(c3cc(C)ccc3C)CC2)c1C | u
CCn1nccc1C(=O)N1CCC(N2CC3CC(C2)[C@H]2CCCC(=O)N2C3)CC1 (stereo partly specified) | u
COc1ccc(C2C(c3ccc(C)cc3)=C(O)C(=O)N2CCc2ccccc2)cc1 (stereo unspecified) | -6%
COc1ccccc1NC(=O)C1CCN(S(=O)(=O)c2cn(C)cn2)CC1 | 0%
COc1ccc(N2CCN(C(CNC(=O)C(=O)NCc3cccnc3)c3cccnc3)CC2)cc1 (stereo unspecified) | -25%
O=c1[nH]c(C2CCCN([S+](=O)([O-])c3cccc(C(F)(F)F)c3)C2)nn1-c1ccc(F)cc1 (stereo unspecified) | 4%
Cc1ccc(-c2cc3c(=O)n(CCNC(=O)c4ccc(F)c(F)c4)ccn3n2)c(C)c1 | -16%
Cc1ccccc1Cn1cc(CCC(=O)NC2CC2)c2ccccc21 | 3%
CCCCN(CC)C(=O)c1cc2c(=O)n3cccc(C)c3nc2n1C | u
CC(=O)c1ccccc1NC(=O)CSC1=Nc2ccccc2C2CC=NN12 (stereo unspecified) | u
O=C1CC2(CCN(CC3CCCCC3)CC2)Oc2ccccc2N1 | -12%[86.2 µM]
Cc1ccccc1-c1noc(CN(C)Cc2cc(-c3ccncc3)no2)n1 | 13%

14 successive records from above:
SMILES | KDM5B inh
O=S(=O)(NC[C@H]1O[C@@H](CO)[C@@H](O)[C@H]1N1CCOCC1)c1ccccc1 | u
CCC(=O)Nc1ccc(C(=O)NN=C(C)C)cc1 | -8%
CCOC(=O)c1c(C)[nH]c(CCC(=O)NCCCN2CCN(c3cc(C)ccc3C)CC2)c1C | u
CCn1nccc1C(=O)N1CCC(N2CC3CC(C2)[C@H]2CCCC(=O)N2C3)CC1 (stereo partly specified) | u
COc1ccc(C2C(c3ccc(C)cc3)=C(O)C(=O)N2CCc2ccccc2)cc1 (stereo unspecified) | -6%
COc1ccccc1NC(=O)C1CCN(S(=O)(=O)c2cn(C)cn2)CC1 | 0%
COc1ccc(N2CCN(C(CNC(=O)C(=O)NCc3cccnc3)c3cccnc3)CC2)cc1 (stereo unspecified) | -25%
O=c1[nH]c(C2CCCN([S+](=O)([O-])c3cccc(C(F)(F)F)c3)C2)nn1-c1ccc(F)cc1 (stereo unspecified) | 4%
Cc1ccc(-c2cc3c(=O)n(CCNC(=O)c4ccc(F)c(F)c4)ccn3n2)c(C)c1 | -16%
Cc1ccccc1Cn1cc(CCC(=O)NC2CC2)c2ccccc21 | 3%
CCCCN(CC)C(=O)c1cc2c(=O)n3cccc(C)c3nc2n1C | u
CC(=O)c1ccccc1NC(=O)CSC1=Nc2ccccc2C2CC=NN12 (stereo unspecified) | u
O=C1CC2(CCN(CC3CCCCC3)CC2)Oc2ccccc2N1 | -12%[86.2 µM]
Cc1ccccc1-c1noc(CN(C)Cc2cc(-c3ccncc3)no2)n1 | 13%

Additional structures.
SMILES | KDM5B inh
COc1cccc(Nc2nc3ccc(C(=O)c4ccccc4)cc3n3c(C)nnc23)c1 | 8%
CCOc1cc(C(=O)Nc2c(NC)c3ccccc3oc2=O)cc(OCC)c1OCC | 17%
COCc1ccc2c(c1)c(OC(C)(C)C(=O)NCc1ccncc1)nn2Cc1cccc(OC)c1 | 3%
O=C(O)C1(Oc2ccc3ccccc3c2)CCN(c2ncnc3nc[nH]c23)CC1 | 32%
O=C1CCN(S(=O)(=O)c2ccccc2)CCCN(C(=O)Cc2cccnc2)CCN1 | -22%
COCC1CN(C2CCC2)CC12CCN(C(=O)c1ccn[nH]1)CC2 (stereo unspecified) | 11%
COC(=O)c1cc(C(=O)c2cc(F)ccc2O)cc(C(=O)OC)c1O | -28%
Cc1nc2c(C(=O)NCCc3ccc(Cl)cc3)c[nH]n2c(=O)c1Cc1ccc(Cl)cc1 | u
O=C(NCC1CCOCC1)c1n[nH]c2ccccc12 | -14%
CNC(=O)[C@H]1C[C@H](Oc2ccccc2)CN1C(=O)c1cc(-c2ccccc2)n[nH]1 | 9%
CCN(C(=O)Cn1c(Cl)nc2c1c(=O)n(C)c(=O)n2C)C1CCCCC1 | -4%
CN(C)CCNC(=O)C1CCN(Cc2cc3ccccc3n2Cc2ccccc2)CC1 | u
Cc1nc(-c2ccc(S(=O)(=O)Nc3cccc(Cl)c3)cc2)co1 | -4%
O=C(c1ccccc1)N1CCCCC1c1nc(-c2cccnn2)no1 (stereo unspecified) | 23%
CC(=O)Nc1ccc(NC(=O)CSc2nnc(-c3ccc4c(c3)OCO4)o2)cc1 | 26%
CC(C)C(CNCc1ccccc1)N1CCCC1 (stereo unspecified) | 22%
CN(Cc1ccsc1)c1ccc(C(=O)N2CCCN(c3ncccn3)CC2)cn1 | -8%
O=C(N1CCC2(CC1)OCCCC2O)C1(c2ccc(Cl)cc2)CCC1 (stereo unspecified) | -10%
CCc1nn(-c2ccccc2)c2c1CN(C(=O)NC)C(c1ccccc1)c1cccn1-2 (stereo unspecified) | 10%
CCOc1ccc(S(=O)(=O)N(C)C2CCCCC2)cc1 | 16%
CCn1cc(CN2CC[C@H](CO)[C@H](N(C)C)C2)c(C)n1 | -1%
COc1ccc(-c2cnc3[nH]cc(CC(=O)NCc4cccnc4)c3c2)cc1OC | u
N#C/C(=C/c1ccc(OC(F)(F)C(F)C(F)(F)F)cc1)C(=O)NC1CC1 (stereo unspecified) | u
CC(NC1CCC2(CCNCC2)CC1)c1ccc(S(C)(=O)=O)cc1 (stereo unspecified) | -3%
CC1CCC2(CC1)NC(=O)N(CC(=O)NCc1ccccc1F)C2=O (stereo unspecified) | -20%
CCOc1ccc(N(CC(=O)NCc2ccc(C)cc2)S(=O)(=O)c2c(C)[nH]c(=O)[nH]c2=O)cc1 | 8%[11.5 µM]
COc1ccc2[nH]cc(CCNC(=O)C3CCCCC(=O)N3Cc3ccccc3)c2c1 (stereo unspecified) | 4%
CC(C)(C#N)C(=O)NCc1ccccc1OCc1ccccc1 | 1%
CCOc1ccc2nc(C)cc(Nc3ccccc3OCC)c2c1 | -11%
Cc1c(NC(=O)C(F)(F)F)ccc2nc3c(=O)n(C)c(=O)n(C)c3nc12 | u
O=C(CSc1nc2c(c(=O)[nH]1)CCCC2)Nc1oncc1-c1ccccc1 | 12%
COc1cccc(-c2nc(-c3ccc(Br)cc3)no2)c1OC | 5%
Cc1occc1C(=O)N1CC(F)(F)C[C@H]1c1nc(C2CC2)no1 | -28%
COc1ccccc1C(=O)NCc1nnc2c(-c3nc(C(C)C)no3)cccn12 | u
COC(=O)c1c(NC(=O)C(=O)NCc2cccnc2)sc2c1CC(C)(C)OC2 | -25%
Cc1nccn1CC(=O)N1CCCC(c2[nH]ccc2C(N)=O)C1 (stereo unspecified) | 1%
O=C(O)COc1c(Cl)cc(/C=C2/NC(=O)NC2=O)cc1Cl | 15%
CN(C)c1ccc(C(=O)OC(C(=O)c2ccccc2)c2ccccc2)cc1 (stereo unspecified) | 20%
N#CC(C(=O)CCc1ccccc1)C(=O)NCc1ccccc1 (stereo unspecified) | 2%
COc1cccc(C(=O)N[C@H]2[C@H](O)[C@H](O)C[C@@H]2c2ccc(C(F)(F)F)nc2)c1 | 24%[86.2 µM]
O=S(=O)(c1ccc(F)cc1)N1CCN(Cc2coc(-c3cccs3)n2)CC1 | -20%
O=C(CSc1nc2c(oc3ccccc32)c(=O)n1Cc1ccco1)Nc1ccccc1Cl | -23%
CNC(=O)NC(=O)C(C)SC(C)c1c(F)cccc1F (stereo unspecified) | 26%
CC1CC(C)CN(C(=O)c2ccc3c(c2)C(=O)c2ccccc2-3)C1 (stereo unspecified) | -11%
C#CC(C)(CC)NC(=O)c1ccc(OC)c(OC)c1 (stereo unspecified) | -10%
O=C(Nc1cccc(C(F)(F)F)c1)N1CCN(Cc2ccc(Cl)s2)CC1 | -8%
Cc1cccc(C)c1NC(=O)c1c(C)oc2c1C1=NCCN1C=N2 | -4%
COCc1ccccc1CNC(=O)c1ccsc1 | 14%
C=C(C)C1CC=C(C)/C(=N/NC(N)=S)C1 (stereo unspecified) | 23%
CSc1ccc(CNCCCOC(C)C)cc1 | 21%

The results go on:
SMILES | KDM5B inh
CCOc1ccccc1NC(=O)c1cc(S(=O)(=O)NC2CCCC2)ccc1F | -14%
CN1C[C@H](NS(C)(=O)=O)CCC[C@@H](C(=O)NCc2cc(F)cc(F)c2)CC1=O | u
Cc1cc(=O)n(CC(=O)Nc2ccccc2)c(-c2ccc(F)cc2)n1 | 1%
COCCNC(=O)[C@H]1C[C@H](Oc2ccccc2)CN1C(=O)Cc1cccc(C)c1 | 31%[activator]
COCCN1C(=O)c2ccccc2C(C(=O)NCc2cccc(F)c2)C12CCCC2 (stereo unspecified) | 10%
COc1ccc(-c2noc(-c3ccc(S(=O)(=O)N4CCOCC4)o3)n2)cc1 | 16%
Cc1ccccc1NC(=O)c1c(NC(=O)C(C)Oc2cccc(Cl)c2)sc2c1CCCC2 (stereo unspecified) | 4%
CN1CC[C@H](c2nnc(-c3ccc(Cl)cc3)o2)C1 | u
Cc1nc2c(c(-c3ccc(O)cc3)n1)CN(Cc1cncs1)CC2 | u
Cc1cn2nnc(C(=O)NC3CCN(Cc4ccccc4)CC3)c2c(=O)[nH]1 | u
O=C(NCCc1c[nH]c2ccccc12)c1ccccc1C1CCNC1 (stereo unspecified) | -10%
COc1ccc(C2=C(C)C(N3CCN(c4ccc(OC)cc4)CC3)=NS2(=O)=O)cc1 | -11%
CCCCCn1cc2c(c1-c1ccc(Br)cc1)c(=O)n(C)c(=O)n2C | u
CCC(=O)N1CCC(n2c(C)cnc2-c2ccncc2)CC1 | -10%

Source: PubChem (National Center for Advancing Translational Sciences (NCATS))
